# Rat MKP-3 inhibitors: MKP-3 phosphatase inhibitors, primary screen, biochemical, rat enzyme, in vitro (AID 425) | Dual specificity protein phosphatase 6 (Rattus norvegicus) | recombinant MKP-3 phosphatase activity, fluorescence; higher % means a stronger effect | inhibition, % at 20 µM, or IC50 in µM where a hit was titrated | 0.17% of 110,000 active; in the data active = inhibition above about 50%;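 note: plate controls were vehicle for no effect and reference inhibitor for full effect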
# Hsp70 inhibitors: Hsp70 inhibitors, probe displacement, primary screen, biochemical, fluorescence polarization (AID 583) | Hsp70 fluorescence polarization probe displacement, mP; higher % means a stronger effect | one-dose displacement, % at 20 µM; IC50 in µM for titrated hits | 0.06% of 140,000 active; in the data active = displacement above about 50%;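 note: plate controls were vehicle for no effect and reference ligand for full effect; a part of the inactive calls stands beside numbers as strong as those of hits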
# Active calls of the source: *; . = not tested or not shown; & = joins results of further samples.
molecule,Rat MKP-3 inhibitors,Hsp70 inhibitors
Cc1ccoc1C(=O)Nc1ccc2ccccc2c1,4%,.
CCn1nccc1C(=O)Nc1ccc(S(=O)(=O)NC23CC4CC(CC(C4)C2)C3)cc1,.,1.6%
CCOC(=O)C1[C@H]2C(=O)N(C(C)c3ccc(OC)cc3)C[C@]23C=C[C@H]1O3 (some centres undefined),3%,0.6%
COc1ccc(NC(=O)N(C2CCCCC2)C(C)c2cccnc2)c(OC)c1 (centres undefined),5%,33%
CCOC(=O)C1=C(O)/C(=C/c2cc(C)n(-c3cccc(Br)c3)c2C)N=C1C,0%,3.3%
O=C(C1CCCCC1)N1CCCc2ccccc21,.,-3.4%
O=C(Nc1ccc(Cl)cc1)Nc1nnc(/C=C/c2ccccc2Cl)s1,-2%,1.6%
CCCc1nc(NCC2CCCO2)c2nnn(Cc3ccccc3)c2n1 (centres undefined),.,7.8%
COc1cccc(/C=C2\SC(N3CCCCC3)=NC2=O)c1OC,4%,1.4%
O=C(c1ccncc1)N1N=C(c2ccncc2)CC1(O)C(F)(F)F (centres undefined),4%,-0.5%
O=C(COC(=O)c1ccco1)Nc1nc2ccccc2s1,-3%,4.4%
COc1ccc2[nH]c(C)c(C/C=C(/C)Cl)c(=S)c2c1,0%,1.0%
O=C(COC(=O)CCc1ccc(S(=O)(=O)N2CCOCC2)cc1)Nc1ncc(C(F)(F)F)cc1Cl,.,-1.8%
O=C(Cc1ccc(F)cc1F)Nc1cccc2ccccc12,-1%,-0.7%
CCC(C)c1c(O)nc(SCc2ccccc2)[nH]c1=O (centres undefined),-4%,.

# Given with two lines to a compound: six of the compounds above
# Every second line gives: Rat MKP-3 inhibitors, Hsp70 inhibitors
> Cc1ccoc1C(=O)Nc1ccc2ccccc2c1
  4%, .
> CCn1nccc1C(=O)Nc1ccc(S(=O)(=O)NC23CC4CC(CC(C4)C2)C3)cc1
  ., 1.6%
> CCOC(=O)C1[C@H]2C(=O)N(C(C)c3ccc(OC)cc3)C[C@]23C=C[C@H]1O3 (some centres undefined)
  3%, 0.6%
> COc1ccc(NC(=O)N(C2CCCCC2)C(C)c2cccnc2)c(OC)c1 (centres undefined)
  5%, 33%
> CCOC(=O)C1=C(O)/C(=C/c2cc(C)n(-c3cccc(Br)c3)c2C)N=C1C
  0%, 3.3%
> O=C(C1CCCCC1)N1CCCc2ccccc21
  ., -3.4%

# (cont.)
molecule,Rat MKP-3 inhibitors,Hsp70 inhibitors
COc1ccc(CNC(=O)CN(c2ccc(C)cc2C)S(=O)(=O)c2ccc(C)cc2)cc1,4%,-1.4%
CCOC(=O)COc1ccc2cc(-c3nc4ccccc4o3)c(=O)oc2c1,1%,-3.2%
O=C(Nc1nnc(CC2=CCCCC2)s1)c1cccs1,-5%,-2.2%
Cc1ccc(-c2nc(O)c(C3=c4cc(C)cc(C)c4=NC3=O)s2)cc1,0%,3.9%
Clc1ccc(-c2nnc(-c3cccs3)o2)cc1,-2%,2.1%
O=C(O)CCCC(=O)NCCc1cccc(Cl)c1,-11%,3.3%
COc1cc(C(Nc2ccccn2)c2ccc3ccc(C)nc3c2O)cc(OC)c1O (centres undefined),-5%,8.8%
Clc1ccc(/C=N/Nc2nccs2)c(Cl)c1,4%,3.1%
O=C(O)c1cc(NC(=O)c2ccc(Br)cc2)cc(C(=O)O)c1,-1%,3.3%
Fc1ccc(Cn2nnnc2CN2CCN(C3CCCCC3)CC2)cc1,-29%,-1.7%
CC(=O)C1=C(O)C(=O)N(CCN(C)C)C1c1ccc([N+](=O)[O-])cc1 (centres undefined),-2%,-1.1%
CCc1nnc(NCC(=O)N2CCc3ccccc32)s1,0%,-1.2%
Nc1nc(-c2cccc(NS(=O)(=O)c3ccccc3)c2)cs1,0%,-0.9%
CCCCS(=O)(=O)C(=C(Nc1ccc(OC)cc1)Nc1ccc(OC)cc1)S(=O)(=O)CCCC,2%,-1.3%
CC1CCCCC1NC(=O)Cn1ncc2ccccc21 (centres undefined),-6%,1.5%
O=C1CC(N2CCN(Cc3ccc4c(c3)OCO4)CC2)C(=O)N1Cc1ccc(Cl)cc1 (centres undefined),3%,3.2%
CC(=O)c1c(C)[nH]c(C(=O)NCCN2CCC(C)CC2)c1C,-1%,-2.7%
C=C(C)Cn1c(SCC(=O)NN)nnc1-c1ccc(Br)cc1,3%,-0.5%
O=C(/C=C/c1cccs1)NCCN1CCOCC1,0%,2.6%
O=C(CSc1ncn(-c2ccccc2)n1)N1CCc2ccccc21,-6%,4.7%
O=C(Oc1cccc2cccnc12)c1cccs1,4%,-7.2%
O=C(CSc1nnc(COc2ccc(Cl)cc2)o1)N1CCN(c2ccccc2)CC1,-7%,1.8%
Cc1cc(C)n(-c2ccc(C(=O)Nc3ccc4c(c3)OCO4)cc2)n1,.,-1.4%
CC(=O)Nc1ccc(NC(C)=O)s1,-3%,-1.3%
Cc1[nH]n(-c2nc(-c3ccccc3)cs2)c(=O)c1N=Nc1ccc(C(=O)O)cc1,-4%,-0.6%
Cc1cc(Br)ccc1OCc1nc(-c2cccnc2)no1,-7%,0.4%
COc1ccc(-c2cc(C(F)(F)F)n3nc(C(=O)N4CCCCC4)c(Br)c3n2)cc1,0%,-1.3%
COc1cc2cc(CN(CCN3CCCC3)C(=O)Nc3ccccc3Cl)c(=O)[nH]c2cc1OC,-6%,-2.0%
Cc1ccc2c(c1)c1c3n2CCCNC3CCC1 (centres undefined),-14%,-2.1%
O=C(O)CN(CC(=O)O)CC(=O)O,.,0.6%

# 3 compounds from above, arranged by the value under Rat MKP-3 inhibitors, lowest first:
molecule,Rat MKP-3 inhibitors,Hsp70 inhibitors
O=C(O)CCCC(=O)NCCc1cccc(Cl)c1,-11%,3.3%
Cc1[nH]n(-c2nc(-c3ccccc3)cs2)c(=O)c1N=Nc1ccc(C(=O)O)cc1,-4%,-0.6%
O=C(/C=C/c1cccs1)NCCN1CCOCC1,0%,2.6%

# Following part.
molecule,Rat MKP-3 inhibitors,Hsp70 inhibitors
CCN(CC)C(=O)Cn1c(O)c(N=NC(=O)c2ccc(C(C)(C)C)cc2)c2ccccc21,0%,-1.8%
CCOC(=O)C(CCOc1cc(C)c(Cl)c(C)c1)C(=O)OCC,0%,8.0%
COc1cccc(N2CCN(Cc3coc4c(Cl)cc(Cl)cc4c3=O)CC2)c1,2%,2.3%
CCCCN(C)C(=O)CCCCn1c(=O)[nH]c2cc(OCC)c(OCC)cc2c1=O,-3%,7.4%
CCN(Cc1ccccc1)C(=O)CSc1nc(C)cc(C)c1C#N,-5%,-2.8%
CCn1c(Cc2cccs2)nnc1SCC(=O)c1ccc(C)cc1,.,-3.0%
COc1ccc(-n2nc3cc(C)c(NC(=O)c4ccc(Br)o4)cc3n2)cc1,1%,-5.0%
COc1cc(C)c(C#N)c(OC)n1,0%,-2.6%
COc1ccc(CNC(=O)c2ccccc2Br)cc1,-1%,-0.5%
CSC1=C(C#N)C(c2ccncc2)C(C(=O)Nc2ccccc2)=C(C)N1 (centres undefined),1%,-4.7%
O=C(Cn1cnc2c(nnn2Cc2ccccc2F)c1=O)NCC1CCCO1 (centres undefined),.,-3.6%
Cc1nc2ncnn2c(N2CCCC(C(=O)Nc3ccc4c(c3)CCC4)C2)c1C (centres undefined),-2%,2.8%
Cc1cccc(NC(=O)c2cc(NC(=O)C3CC=CCC3C(=O)O)ccc2N2CCOCC2)c1 (centres undefined),2%,0.6%
O=C(OCc1nnc(-c2ccccc2)o1)c1ccc2ccccc2n1,-11%,-5.9%
CCOc1ccc(NC(=O)COc2nsnc2N2CCCCC2)cc1,-4%,-4.0%
Cc1ccc(-c2[nH]ncc2/C=N/NC(=O)c2ccc(Br)cc2)cc1,0%,-2.5%
CCOC(=O)N1CCN(C(=O)c2ccc(CNS(=O)(=O)c3ccc(OC)cc3)cc2)CC1,-8%,2.3%
CC(=O)Nc1ccc(/C=C2\C(=O)NN(c3ccccc3)C2=O)cc1,3%,-1.4%
N#Cc1nc(-c2cccc3ccccc23)oc1NCCN1CCOCC1,-10%,1.4%
COc1cccc(CN2CCN(Cc3ccccc3[N+](=O)[O-])CC2)c1,1%,-0.7%
O=C(NCc1ccc(Cl)cc1)c1noc2c1CCCC2,12%,0.3%
CC(C)=C1C2CCC1C(C(=O)Nc1ccc(C)c(Cl)c1)C2C(=O)O (centres undefined),2%,1.5%
CCCCn1nnnc1NCc1ccc(N(CC)CC)cc1,.,1.2%
COc1ccc(C2(CNC(=O)CC#N)CCCC2)cc1OC,0%,6.5%
O=C(Nc1cc(Cl)ccc1C(=O)O)c1ccc(Br)cc1,3%,4.8%
Cc1ccc(C(=O)NC(Cc2c[nH]c3ccccc23)C(=O)O)cc1 (centres undefined),.,-1.5%
CC(=O)c1ccc(NC(=S)NC(NC(=O)c2ccco2)C(Cl)(Cl)Cl)cc1 (centres undefined),1%,4.3%&8.3%
Cc1ccc(S(=O)(=O)Nc2cc(Sc3ncn[nH]3)c(O)c3ccccc23)cc1,56%*,-1.2%
O=C(NN=C(/C=C/c1ccccc1)/C=C/c1ccccc1)c1cccnc1,9%,6.9%
CC1N/C(=C\C(=O)c2ccccc2)N(O)C1(C)C (centres undefined),-2%,2.8%

# Quoted at random: 2 entries already listed
molecule,Rat MKP-3 inhibitors,Hsp70 inhibitors
COc1cc2cc(CN(CCN3CCCC3)C(=O)Nc3ccccc3Cl)c(=O)[nH]c2cc1OC,-6%,-2.0%
O=C(NCc1ccc(Cl)cc1)c1noc2c1CCCC2,12%,0.3%

# (continued)
molecule,Rat MKP-3 inhibitors,Hsp70 inhibitors
O=S(=O)(Nc1ccc(Cl)cn1)c1ccc(Cl)cc1,2%,-1.2%
c1ccc(CC2CCN(c3nnnn3-c3ccccc3)CC2)cc1,-1%,-2.3%
Cc1cc(/C=C2\C(=O)NC(=S)N(c3ccccc3F)C2=O)c(C)n1-c1cccc([N+](=O)[O-])c1,4%,2.1%
Cc1ccc(NC(=O)COS(=O)c2ccc(C)cc2)cc1 (centres undefined),-6%,2.0%
NC(=O)CN(Cc1ccccc1)S(=O)(=O)c1ccccc1,1%,-1.0%
CC(NC(=O)c1c(NC(=O)c2ccco2)sc2c1CCCCC2)c1ccccc1 (centres undefined),2%,-6.0%
COc1ccc2c(c1)c1nc(SCC(C)C)n(CCO)c(=O)c1n2C,-6%,5.0%
c1ccc(CCn2nnnc2C(c2cccs2)N2CCOCC2)cc1 (centres undefined),-2%,2.7%
O=C(N/N=C/c1ccc(-c2cccc(Cl)c2)o1)c1cccnc1,1%,1.7%
Cc1ccc(C)c(C2=CSC3=NS(=O)(=O)CCN23)c1,.,-2.3%
CC(C)COP(=O)(c1ccc(N(C)C)cc1)C(O)c1ccccc1F (centres undefined),-14%,-4.7%
O=S(=O)(Nc1cccnc1)c1ccc(Br)c2ccccc12,5%,1.3%
COc1ccc(Cl)cc1C(=O)N1CCN(c2ccccn2)CC1,.,0.2%
Cc1cc(OCCOc2cccc3cccnc23)cc(C)c1Cl,.,0.7%
O=C(c1cc2cc(Br)ccc2oc1=O)N1CCCC1,.,-0.6%
Cc1cc(C)n(-c2nc3c(c(=O)[nH]c(=O)n3C)n2C(C)C)n1,-6%,1.8%
Cc1ccc2c(c1)nnn2C1CCN(C(=O)C23CC4CC(CC(C4)C2)C3)CC1,.,7.2%
O=C(NNC(=O)c1c(F)c(F)c(F)c(F)c1F)c1ccccc1,-1%,-0.5%
CN1CCN(/C=N/c2c(C#N)cnn2-c2ccccc2)CC1,-3%,-1.9%
COC(=O)CSc1snnc1-c1ccc(Cl)c(Cl)c1,.,-1.7%
Cc1cc(C)cc(-n2cc3c(=O)n(C)c(=O)n(C)c3c2)c1,-3%,4.2%
CCOC(=O)CSc1nc(N)c(C#N)c(-c2ccc(OCC)cc2)c1C#N,0%,-0.2%
Cc1cccc(NS(=O)(=O)c2cccc3nsnc23)c1,.,-5.4%
Cc1nc2ccccc2c(=O)n1/N=C/c1ccc(N(C)C)cc1,1%,4.0%
CSc1cccc(NC(=O)c2c(Cl)cnn2C)c1,-16%,3.0%
O=C(O)c1ccc(-c2ccc(O)c(F)c2)cc1,-7%,1.0%
CCOC(=O)/C(C#N)=C/N1CCOCC1,-2%,1.1%
CCOc1ccccc1N(CC(=O)N1CCC(C)CC1)S(=O)(=O)c1ccccc1,-2%,0.3%
c1ccc2nc3c(nc2c1)[nH]c1ccccc13,-5%,2.7%
CC1=C(C)CC(C(=O)NCCc2ccc(S(N)(=O)=O)cc2)C(C(=O)O)C1 (centres undefined),3%,1.0%
CC1CCN(C(=O)c2ccc(NC(=O)C3CCCO3)cc2)CC1 (centres undefined),6%,3.4%
CCOC(=O)CC(=O)Nc1ccc(C(=O)OCC)cc1,-9%,0.5%
COc1cc(C(=O)N2N=C(c3ccccc3)CC2c2ccccc2)cc(OC)c1OC (centres undefined),-1%,3.8%
COc1ccc(CCN(C)C(=O)CN2C(=O)c3ccccc3S2(=O)=O)cc1OC,0%,-3.7%
c1ccc2c(c1)ncn2CCC1CCCCC1,-9%,-0.8%
CCn1nc(C)c(NC(=O)c2cc(Br)ccc2Cl)c1C,-1%,-6.5%
CCN(CC)c1c2c(c(C#N)c3nc4ccccc4n13)CCC2,.,-5.2%
COC(=O)c1cccc(NC(=O)COc2ccccc2C(C)(C)C)c1,1%,-1.6%
O=C(NC(=S)Nc1ccc2oc(-c3ccc(I)cc3)nc2c1)c1ccccc1Cl,2%,.
COc1cccc(/C=N/n2cncn2)c1OCC#N,4%,-0.6%

# Assay outcomes as filed in PubChem.

# Only part of the results is shown (hit frequency here may not be typical).
